Compound activity as filed in PubChem BioAssay.
RGS4 block – RGS4 inhibitors, primary screen, cell-based, HEK293 M3R inducible RGS4, calcium flux. Fluo-4 calcium flux; hits give high values; triggered by carbachol at its EC20. 310,000 compounds, 0.45% hits. Regulator of G-protein signaling 4 (Homo sapiens), P49798. B-score at 10 µM;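 active = B-score, a plate-corrected calcium signal, over three deviations above library mean, with baseline fluorescence within five deviations of library mean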;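 note: RGS4 expression induced by doxycycline in cells with stable M3 receptor; B-score is computed from the integrated fluorescence ratio over baseline after carbachol; higher B-score means a larger calcium signal and so more RGS4 inhibition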
TMEM16A act – TMEM16A chloride channel activators or potentiators, primary screen, cell-based, HTS. Anoctamin-1 (Mus musculus), Q8BHY3. HEK293 TMEM16A/YFP-H148Q/I152L, iodide quench fluorescence; hits give low values. B-score at 10 µM. 340,000 compounds, 0.3% hits. AID 623877, 2012;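 active = fluorescence-ratio B-score plate-corrected deviation score at least 3 library SD below zero, with starting fluorescence score within 5 deviations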;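 note: channel opened by trigger with iodide after compound preincubation; score built on the fluorescence ratio of max minus min over baseline; more negative score means more quench and so TMEM16A activation or potentiation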
Target sequence (Q8BHY3 whole entry, looked up): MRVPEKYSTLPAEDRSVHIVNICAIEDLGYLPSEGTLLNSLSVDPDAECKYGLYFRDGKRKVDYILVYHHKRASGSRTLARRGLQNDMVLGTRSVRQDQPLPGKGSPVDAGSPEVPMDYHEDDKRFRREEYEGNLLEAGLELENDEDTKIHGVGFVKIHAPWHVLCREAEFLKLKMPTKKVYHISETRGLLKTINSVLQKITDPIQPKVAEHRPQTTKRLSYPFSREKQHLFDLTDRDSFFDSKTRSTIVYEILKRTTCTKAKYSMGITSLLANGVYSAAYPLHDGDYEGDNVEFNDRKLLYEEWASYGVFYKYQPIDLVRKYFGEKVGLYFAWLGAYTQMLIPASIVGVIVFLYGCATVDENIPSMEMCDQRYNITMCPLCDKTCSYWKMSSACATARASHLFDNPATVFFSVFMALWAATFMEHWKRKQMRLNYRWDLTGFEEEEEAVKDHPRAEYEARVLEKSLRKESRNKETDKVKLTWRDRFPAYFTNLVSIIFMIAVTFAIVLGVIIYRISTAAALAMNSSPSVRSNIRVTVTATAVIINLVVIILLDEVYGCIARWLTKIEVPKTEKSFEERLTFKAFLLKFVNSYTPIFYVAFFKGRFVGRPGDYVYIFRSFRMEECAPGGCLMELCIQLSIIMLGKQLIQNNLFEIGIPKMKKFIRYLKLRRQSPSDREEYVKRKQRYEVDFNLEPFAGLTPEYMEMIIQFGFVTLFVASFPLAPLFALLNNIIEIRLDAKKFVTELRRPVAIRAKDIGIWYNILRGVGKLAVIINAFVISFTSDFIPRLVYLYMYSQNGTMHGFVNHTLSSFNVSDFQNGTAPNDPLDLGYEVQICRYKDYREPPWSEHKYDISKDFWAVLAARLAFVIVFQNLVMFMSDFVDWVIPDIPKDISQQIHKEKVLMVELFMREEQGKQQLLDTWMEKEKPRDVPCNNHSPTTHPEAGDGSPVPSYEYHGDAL
RGS4 act – RGS4 potentiators or activators, primary screen, cell-based, HEK293 M3R inducible RGS4, calcium flux; 310,000 compounds, 0.92% hits; carbachol calcium flux Fluo4; hits give low values; B-score at 10 µM; AID 463111, 2010;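 active = B-score of the integrated calcium signal more than 4 SD below the library mean, with starting fluorescence not abnormally high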;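 note: negative B-score means reduced calcium response which marks RGS4 activation or potentiation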
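Detection: kinetic calcium fluorescence imaging with Fluo4-AM dye, 2 µM / Material: HEK293 cells with stable M3R and inducible RGS4 / Schedule: recording 10 s baseline at 1 Hz, 100 s post-agonist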
HDAC3 inhib – HDAC3 deacetylase inhibitors, primary screen, biochemical, fluorescence, cell-free homogeneous. 320,000 compounds, 0.15% hits. Histone deacetylase 3 (Homo sapiens), O15379. recombinant HDAC3, fluorogenic peptide/trypsin coupled. inhibition, % at 8.3 µM; in the data active = inhibition above about 26%, passing the limit was not always enough; inconclusive = no clear call, values can overlap the other calls
TRPC6 inh – mouse TRPC6 channel inhibitors, primary screen, cell-based, HEK293, membrane potential dye. Short transient receptor potential channel 6 (Mus musculus), Q61143. ACh-evoked depolarization; hits give low values. B-score at 10 µM. 310,000 compounds, 1.1% hits. AID 2553, 2010;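 active = B-score under library mean minus 3 SD, initial fluorescence not abnormally high, positive integrated signal ratio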;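 note: B-score derived from integrated fluorescence ratio over the kinetic read; more negative B-score means stronger inhibition of depolarization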
SKKanGAS inh – S. pyogenes SKKanGAS growth inhibitors in kanamycin, primary screen, streptokinase expression inhibitor project, SKKanGAS strain, BacTiter-Glo luminescence; 6 h; inhibition, % at 7.5 µM; 300,000 compounds, 1.3% hits;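 active = mean replicate score, as percent of positive control median, at least 50; inconclusive = mean below 50 but one replicate at or above 50; inactive = mean and every replicate below 50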;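 note: strain carries kanamycin resistance gene driven by streptokinase promoter and grows in 40 µg/ml kanamycin; loss of luminescence reflects streptokinase promoter inhibition or plain growth inhibition; 0% = median of DMSO wells and 100% = positive control at its reference dose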
MrgX1 antagonist – antagonists of human MrgX1 receptor, primary screen, HEK293 cells, Fluo-4 calcium flux; Mas-related G-protein coupled receptor member X1 (Homo sapiens), Q96LB2; BAM8-22 antagonism; hits give low values; B-score at 10 µM; 310,000 compounds, 1.3% hits;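 active = calcium-response B-score plate-corrected more than 3 library SD below zero, starting fluorescence within 5 deviations, no agonist response on first addition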;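 note: peak minus trough fluorescence over baseline after final BAM8-22 challenge near maximal dose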
ANO1 block – TMEM16A chloride channel inhibitors, primary screen, cell-based, HTS; HEK293 TMEM16A/YFP iodide influx fluorescence, ionomycin; normalized B-score (activity score, 25-100; higher = stronger inhibition) at 10 µM; 310,000 compounds, 1.2% hits;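 active = ratio plate-corrected score three or more library SD toward inhibition, starting fluorescence score within five deviations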;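 note: score derived from kinetic fluorescence span divided by baseline fluorescence per well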
TRPC6 act – mouse TRPC6 channel activators, primary screen, cell-based, HEK293, membrane potential dye | HEK293-TRPC6 membrane potential dye fluorescence; hits give high values | B-score at 10 µM | 310,000 compounds, 0.13% hits | AID 2550, 2010;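 active = B-score of the integrated fluorescence ratio above library mean plus 3 SD, and starting fluorescence ratio within library mean plus 5 SD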;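 note: higher score means more depolarization so channel activation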
MrgX1 allo act – positive allosteric modulators of MrgX1, primary screen, HEK293 cells, Fluo-4 calcium flux | B-score at 10 µM | 310,000 compounds, 0.63% hits | FDSS; hits give high values | Mas-related G-protein coupled receptor member X1 (Homo sapiens), Q96LB2;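 active = plate-corrected calcium response at least 3 library SD above typical, normal starting fluorescence, not activating the receptor alone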;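 note: compound read alongside a low EC10 to EC30 dose of BAM8-22 agonist; peak minus trough fluorescence over baseline measured at the second addition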
MrgX1 agonist – agonists of human MrgX1 receptor, primary screen, HEK293 cells, Fluo-4 calcium flux; Mas-related G-protein coupled receptor member X1 (Homo sapiens), Q96LB2; Fluo-4 calcium fluorescence, agonist mode; hits give high values; B-score at 10 µM; 310,000 compounds, 0.44% hits; AID 588627, 2011;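 active = calcium response B-score plate-corrected fluorescence ratio at least 3 library SD, with starting fluorescence B-score inside 5 SD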
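Material: HEK293 cells stably expressing human MrgX1 receptor | Quantity: 15,000 cells per well | Times: Cells plated overnight, dye loaded 0.5 h 37 °C, 0.5 h room temperature | Measured by: Kinetic Fluo-4 NW fluorescence of intracellular calcium | Control set: Positive and negative controls per plate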
* marks the source's active call; other numbers are inactive results; i = inactive; ? = inconclusive; · = not tested or not shown.

SMILES | RGS4 block | TMEM16A act | RGS4 act | HDAC3 inhib | TRPC6 inh | SKKanGAS inh | MrgX1 antagonist | ANO1 block | TRPC6 act | MrgX1 allo act | MrgX1 agonist
O=C(Oc1cccc2ccccc12)c1cc(Cl)nc2ccccc12 | i | i | i | -14 | i | 29 | i | i | i | i | i
COC1(C)CC2C(CC1OC(=O)c1cc([N+](=O)[O-])cc([N+](=O)[O-])c1)C2(C)C (stereo unspecified) | i | i | i | 0 | i | -1 | i | i | i | i | i
CCC[C@@H]1C[C@@H](C(=O)NC(C(C)Cl)[C@H]2O[C@H](SC)[C@H](O)[C@@H](O)[C@H]2O)N(C)C1 (stereo partly specified) | i | i | i | -5 | i | 106* | i | i | i | i | i
CCCCOc1ccc(/C=C/C(=O)N(CC)CC(=O)Nc2ccc3c(c2)OCCO3)cc1OC | i | i | i | 4 | i | -6 | i | i | i | i | i
CCOc1c(C)cnc2c1c(=O)n(Cc1ccc(Cl)cc1)c(=O)n2C | i | i | i | -3 | i | -3 | i | i | i | i | i
COC(=O)c1c(C(=O)OC)c2n(c1C)CCC2 | i | i | i | 1 | i | 4 | i | i | i | i | i
COc1ccccc1Cn1c(=S)[nH]c2cc(C(=O)NCC3CCCO3)ccc2c1=O (stereo unspecified) | i | i | i | 4 | i | 4 | i | i | i | i | i
CCc1onc(C)c1C(=O)Nc1cc(C)ccc1OC | i | i | i | 7 | i | -7 | i | i | i | i | i
Cc1nnc(Nc2ccc3c(c2)ncn3C)c2ccccc12 | i | i | i | 0 | -9.5* | -5 | i | i | i | i | i
O=C(Nc1ccc(CN2CCCCC2)cc1)Nc1ccccc1Cl | i | i | i | -5 | i | -2 | i | i | i | i | i
c1ccc2oc(-c3[nH]ncc3CN3CCC(N4CCSCC4)CC3)cc2c1 | i | i | i | -9 | i | -4 | i | i | i | i | i
COc1ccccc1Oc1cc(F)nc(N)n1 | i | i | i | 0 | i | 1 | i | i | i | i | i
CC(C)=CC(=O)N1CCC(N2CCC(C(=O)NCC3CCCO3)CC2)CC1 (stereo unspecified) | i | i | i | 4 | i | 3 | i | i | i | i | i
O=C(Nc1cccc(Cl)c1)c1ccc(F)c(S(=O)(=O)NCc2ccc3c(c2)OCO3)c1 | i | i | i | 8 | i | -14 | i | i | i | i | i
O=C(c1ccc(Cl)cc1)N1CCN(c2ncccn2)CC1 | i | i | i | 11 | i | 1 | i | i | i | i | i
Cc1cc(S(=O)(=O)N(C)CCc2ccccc2)ccc1-n1cnnn1 | i | i | i | -2 | i | -5 | i | i | i | i | i
CCn1cc(CNCc2cn(-c3ccccc3C)nc2-c2ccc(OC)c(F)c2)cn1 | i | i | i | 1 | i | -5 | i | i | i | i | i
S=c1[nH]nc(COc2ccc3c(c2)OCO3)n1-c1ccccc1 | i | i | i | 0 | i | 5 | i | i | i | i | i
CCCCc1nc2cc(C(=O)N3CCCCC3C(=O)OC)ccc2o1 (stereo unspecified) | i | i | i | 5 | i | 3 | i | i | i | i | i
COc1ccc(CCN(C(=O)c2snc(C(N)=O)c2N)C(C(=O)NCC2CCCO2)c2ccc(F)cc2)cc1OC (stereo unspecified) | i | i | i | · | i | 2 | · | · | i | · | ·
COCCNC(=O)CN(C)S(=O)(=O)c1ccc(Br)cc1 | i | i | i | -2 | i | 1 | i | i | i | i | i
Cc1nc(SCc2ccc([N+](=O)[O-])cc2)nc2ccccc12 | i | i | i | -7 | i | 0 | i | i | i | i | i
COc1ccc(-c2nc(N)ncc2-c2csc(C)n2)c(O)c1OC | i | i | i | 5 | i | 1 | i | i | i | i | i
COc1ccccc1Cc1nnnn1CC(=O)O | i | i | i | 0 | i | 7 | i | i | i | i | i
CCC(C)(C)NC(=O)CN(C(=O)c1csnn1)c1ccccc1-c1ccccc1 | i | i | i | 4 | i | -3 | i | i | i | i | i

Other records.
SMILES | RGS4 block | TMEM16A act | RGS4 act | HDAC3 inhib | TRPC6 inh | SKKanGAS inh | MrgX1 antagonist | ANO1 block | TRPC6 act | MrgX1 allo act | MrgX1 agonist
CCOC(=O)C(C)NC(=O)c1cn(-c2ccc(OC)cc2)c(=O)c2ccccc12 (stereo unspecified) | i | i | i | 5 | i | -4 | i | i | i | i | i
O=C(NCc1ccccc1F)C1CCN(C(=O)NCc2ccccc2)CC1 | i | i | i | 0 | i | 8 | i | i | i | i | i
CCOC(=O)C1=C(CN2CCN(C(=O)c3ccco3)CC2)NC(=O)NC1c1ccc(Cl)cc1 (stereo unspecified) | i | i | i | 1 | i | 3 | i | i | i | i | i
Cc1cccc(N(C(=O)c2csnn2)C(C(=O)NCc2ccccc2)c2cccs2)c1 (stereo unspecified) | i | i | i | -1 | i | -5 | i | i | i | i | i
Cn1c(N)c(C(=O)COC(=O)c2ccc(Cl)c(S(=O)(=O)N3CCCC3)c2)c(=O)n(C)c1=O | i | i | i | -2 | i | 14 | i | i | i | i | i
Cc1sc2nc(-c3ccncc3)[nH]c(=O)c2c1-c1ccccc1 | i | · | i | 1 | i | 4 | i | i | i | i | i
CC(=O)N(/N=C/c1ccc(C)cc1)c1nc(CCl)cs1 | i | i | i | 0 | i | -2 | i | i | i | i | i
CC(C)CN1C(=O)/C(=C/c2cccs2)NC1=S | i | i | i | 10 | i | -1 | i | i | i | i | i
CC(C)c1cccc(OCCCCN(C)C)c1 | i | i | i | 6 | i | 3 | i | i | i | i | i
CCN1CCN(c2ccc(S(=O)(=O)N3CCCCC3)cc2NC(=O)c2cccc(C)c2)CC1 | i | i | i | 3 | i | -10 | i | i | i | i | i
COc1ccc(CNc2ncc(-c3ccc(Cl)cc3)n2C)c(OC)c1OC | i | i | i | 3 | i | 2 | i | i | i | i | i
Nc1nccc(/C=C/c2c(Cl)cccc2Cl)n1 | i | i | i | -3 | i | 6 | i | i | i | i | i
COCCCNC(NC(=O)c1ccc(Cl)cc1)C(Cl)(Cl)Cl (stereo unspecified) | i | i | i | 7 | i | -16 | i | i | i | i | i
Cc1cc(N/C(=N\S(=O)(=O)c2ccc(F)cc2F)c2ccccc2)no1 | i | i | i | 1 | i | -3 | i | i | i | i | i
CCOc1ccc(OCCC(=O)OCC(=O)N2CCN(S(=O)(=O)c3ccc(C)cc3)CC2)cc1 | i | i | i | 0 | i | -3 | i | i | i | i | i
COc1ccc(C(=O)OCC(=O)NCCCc2ccccc2)cc1OC | i | i | i | -9 | i | -8 | i | i | i | i | i
CN(C)S(=O)(=O)c1cccc(C(=O)Nc2cc(Cl)cc(Cl)c2)c1 | i | i | i | 10 | i | 1 | i | i | i | i | i
Cc1cccc(OC2CCN(Cc3nc(CC4CC4)no3)CC2)c1 | i | i | i | 1 | i | 1 | i | i | i | i | i
CCSc1nnc(-c2cc(Br)ccc2N)c(=O)[nH]1 | i | i | i | -3 | i | 6 | i | i | i | i | i
Cc1cc(Nc2ccccc2Br)n2nc(C)nc2n1 | i | i | i | 3 | i | 1 | i | i | i | i | i
Cc1nc(C(=O)N(C)C)nn1-c1cc(Cl)cc(Cl)c1 | i | i | i | 6 | i | 1 | i | i | i | i | i
COCCCn1cnc2c(c1=O)c1nc3ccccc3nc1n2-c1ccc(C)cc1 | i | i | i | -5 | i | 9 | i | i | i | i | i
CC(C)(C)NC(=O)C(c1ccc(O)cc1)N(Cc1ccco1)C(=O)Cn1nnc(-c2cccs2)n1 (stereo unspecified) | i | i | i | 6 | i | 5 | i | i | i | i | i
CCn1c(O)c(N=NC(=O)CNC(=O)c2ccccc2F)c2ccccc21 | i | i | i | ? | i | -7 | i | i | i | i | i
COc1ccc(Cn2c(=O)[nH]c3cc(C(=O)NCCCN4CCCCCC4)ccc3c2=O)cc1 | i | i | i | -2 | i | -6 | i | i | i | i | i

The listing continues.
SMILES | RGS4 block | TMEM16A act | RGS4 act | HDAC3 inhib | TRPC6 inh | SKKanGAS inh | MrgX1 antagonist | ANO1 block | TRPC6 act | MrgX1 allo act | MrgX1 agonist
O=C(NCc1ccco1)C1(S(=O)(=O)c2ccc(Cl)cc2)CC1 | i | i | i | -1 | i | 0 | i | i | i | i | i
O=C(Nc1cccc2ccccc12)c1ccc([N+](=O)[O-])o1 | i | i | i | 1 | i | 53* | i | i | i | i | i
COc1cccc(C(C(=O)NC(C)(C)C)N(C(=O)CCC(=O)Nc2cc(C)on2)C2CC2)c1OC (stereo unspecified) | i | i | i | 2 | i | 0 | i | i | i | i | i
CCN(CC(=O)NCc1ccc(Cl)cc1)S(=O)(=O)c1ccc(NC(C)=O)cc1 | i | i | i | -8 | i | -4 | i | i | i | i | i
O=C(NC(=S)Nc1ncccn1)c1ccccc1Br | i | i | i | -14 | i | 7 | i | i | i | i | i
Cc1cc(C(=O)CN2CCC(C)CC2)c(C)n1-c1ccc(F)cc1 | i | i | i | · | i | -9 | i | i | i | i | i
O=C(/C=C/c1c(F)cccc1Cl)c1ccc(F)cc1 | i | i | i | 1 | i | 16 | i | i | i | i | i
CCOC(=O)N1CCC(NC(=O)CS(=O)Cc2nc(-c3ccc(OC)c(OC)c3)oc2C)CC1 (stereo unspecified) | i | i | i | -15 | i | -2 | i | i | i | i | i

As entered above.
Result for Cc1cc(C(=O)CN2CCC(C)CC2)c(C)n1-c1ccc(F)cc1 in SKKanGAS inh: -9
Result for CCN(CC(=O)NCc1ccc(Cl)cc1)S(=O)(=O)c1ccc(NC(C)=O)cc1 in SKKanGAS inh: -4
